Screening data from PubChem BioAssay.
SENP6 inh: SENP6 protease inhibition. Q9GZR1. inhibition, % at 10 µM. Recombinant SENP6 catalytic domain, aminoluciferin luminescence. 330,000 tested, 1.8% active;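 active = inhibition above about 50% at the single tested dose, limit read from the data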;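 also: plate controls were DMSO wells with enzyme for no effect and DMSO wells lacking enzyme for full effect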
SENP8 block-1: inhibitors of human SENP8 protease. AID 602440. inhibition, % at 20 µM. recombinant SENP8, Nedd8 substrate fluorescence. 360,000 tested, 0.64% active. Q96LD8; in the data active = inhibition mostly above about 40%, no sharp cut-off; inactive = mostly below about 27%
PfG6PD inh: PfG6PD (Plasmodium falciparum) enzyme inhibition; PfGluPho enzyme, NADPH resazurin-diaphorase fluorescence; 350,000 tested, 0.78% active; inhibition, % at 20 µM;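 active = inhibition reaching at least a set limit at 20 µM in the primary screen, cut at about 59% in these data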;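 also: 0% = DMSO wells with substrate and 100% = DMSO wells lacking glucose-6-phosphate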
SENP1 FRET inh: blocks the human SENP1 SUMO protease catalytic domain. Q9P0U3. recombinant SENP1 catalytic domain, CyPet-SUMO1-YPet FRET cleavage. inhibition, % at 10 µM. 360,000 tested, 0.21% active. AID 624204;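 active = inhibition at least 30% at 10 µM, raw YFP signal under a set limit, fluorescence ratio 0.5 to 1.5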;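 also: 0% = enzyme with DMSO and 100% = no enzyme wells; some results filed as inactive read as strong as hits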
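Assay system: hSENP1 catalytic domain, recombinant. Amount: SENP1 enzyme, 20 pM final. Schedule: 50 min reaction, RT, dark. Technique: FRET, CFP and YFP emission. Control set: no-enzyme wells low, DMSO-plus-enzyme wells high control.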
SENP8 block-2: inhibitors of human SENP8 protease | purified SENP8, Z-RLRGG-aminoluciferin cleavage, luminescence | 330,000 tested, 1.2% active | AID 2540 | Q96LD8 | inhibition, % at 10 µM; in the data active = inhibition above about 50%
NALP3 yeast inh: blocks the NALP3 inflammasome reconstituted in yeast; Yeast reconstituted NLRP3/ASC/caspase-1, beta-gal luminescence, 24 h; inhibition, % at 10 µM; 330,000 tested, 0.39% active;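 active = inhibition of 50% or more; inactive = inhibition below 50%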;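 also: plate controls were induced DMSO wells for no effect and uninduced yeast grown without galactose for full effect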
Apaf-1 inh: human Apaf-1 inhibition; reconstituted apoptosome caspase-3 activity, DEVD-Rh110 fluorescence; 330,000 tested, 0.71% active; O14727; inhibition, % at 20 µM; active = inhibition of at least 40% at 20 µM;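 also: plate controls were DMSO wells for no effect and DEVD-CHO caspase inhibitor wells for full effect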
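Material: cell-free apoptosome with Apaf-1, procaspase-3 and caspase-9; Buffer or medium: Hepes pH 7.5 with detergent and BSA; Reagent: cytochrome c trigger plus (Z-DEVD)2-Rh110 caspase-3 substrate; Times: compound with Apaf-1, dATP, procaspase-3 30 min, then 50 min reaction, room temperature; Technique: Rh110 fluorescence intensity.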
SENP7 block: SENP7 protease inhibition | Q9BQF6 | recombinant SENP7, Z-RLRGG-aminoluciferin luminescence, 40 min | inhibition, % at 5 µM | 330,000 tested, 1.5% active;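 active = inhibition above about 50% at the single test dose, limit read from the data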;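 also: plate controls were DMSO with enzyme for no effect and no enzyme buffer wells for full effect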
HKDC1 inhibitor: inhibitors of human hexokinase HKDC1; Q2TB90; recombinant HKDC1, G6PDH/diaphorase resazurin coupled fluorescence; inhibition, % at 20 µM; 340,000 tested, 0.16% active;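 active = inhibition above about 35% when tested at 20 µM, limit read from the data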;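 also: plate controls were DMSO wells with enzyme for no effect and DMSO wells lacking enzyme for full effect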
Target sequence (Q2TB90 whole entry, looked up): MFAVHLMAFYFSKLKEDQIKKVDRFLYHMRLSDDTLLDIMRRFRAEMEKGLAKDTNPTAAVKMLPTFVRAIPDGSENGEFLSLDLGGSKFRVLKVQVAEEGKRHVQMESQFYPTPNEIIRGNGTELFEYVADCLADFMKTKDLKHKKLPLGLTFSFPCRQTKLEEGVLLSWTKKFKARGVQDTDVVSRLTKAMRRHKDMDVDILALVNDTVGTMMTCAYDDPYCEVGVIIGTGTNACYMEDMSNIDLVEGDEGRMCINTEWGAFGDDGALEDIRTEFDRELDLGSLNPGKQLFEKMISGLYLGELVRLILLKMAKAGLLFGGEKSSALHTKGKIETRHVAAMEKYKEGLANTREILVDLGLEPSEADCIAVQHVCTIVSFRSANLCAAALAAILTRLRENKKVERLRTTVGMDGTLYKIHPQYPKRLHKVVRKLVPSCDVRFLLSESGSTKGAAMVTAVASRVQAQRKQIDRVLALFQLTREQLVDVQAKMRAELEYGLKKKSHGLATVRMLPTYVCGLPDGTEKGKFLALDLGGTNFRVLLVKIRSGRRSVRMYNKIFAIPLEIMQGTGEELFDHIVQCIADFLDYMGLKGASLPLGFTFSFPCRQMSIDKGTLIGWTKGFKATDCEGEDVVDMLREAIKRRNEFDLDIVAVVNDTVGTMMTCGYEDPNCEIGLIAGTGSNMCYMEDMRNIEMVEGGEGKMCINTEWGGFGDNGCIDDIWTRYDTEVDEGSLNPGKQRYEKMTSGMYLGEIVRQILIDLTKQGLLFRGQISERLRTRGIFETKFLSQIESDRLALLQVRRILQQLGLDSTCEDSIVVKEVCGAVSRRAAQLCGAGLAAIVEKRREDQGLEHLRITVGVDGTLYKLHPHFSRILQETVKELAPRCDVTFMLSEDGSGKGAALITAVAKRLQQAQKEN
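Incubation: 90 min at room temperature in dark / Material: recombinant HKDC1 (HK5) hexokinase enzyme, produced in-house / Quantity: enzyme 5 µg/mL final / Compound: one dose of 20 µM, 1% DMSO / Reagent: glucose and ATP substrates / Buffer or medium: Tris pH 8.0 buffer with MgCl2, Tween-20, BSA, BME / Technique: resorufin fluorescence at 613 nm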
An asterisk follows results filed as active; x = not tested or not shown. These rows are one share of the data; count on the stated rates, not on these rows.

SMILES	SENP6 inh	SENP8 block-1	PfG6PD inh	SENP1 FRET inh	SENP8 block-2	NALP3 yeast inh	Apaf-1 inh	SENP7 block	HKDC1 inhibitor
C=C(C=O)CC1CC(O)[C@]2(C)OC3C[C@@H]4OC5C[C@]6(C)O[C@]7(C)CCC8OC9C[C@]%10(C)OC(/C(C)=C\CO)C(O)CC%10OC9CC(C)C8OC7CC6O[C@]5(C)C/C=C\C4OC3CC2O1 (stereo partly drawn)	-10	15	-2	1	2	4	-2	-6	4
CCCCn1c(O)c(C(C)=NCc2cc(OC)cc(OC)c2)c(=O)[nH]c1=O	-8	16	-16	-1	0	13	7	5	-1
CCOP(=S)(OCC)Oc1cc(C)oc(=O)c1	-9	9	48	1	-1	8	-6	1	-4
Oc1ccc(/C=N/NP(=S)(c2ccccc2)c2ccccc2)c(O)c1O	-1	29	7	1	-2	0	18	7	30
CCCCCn1c(=O)c(C(=O)Nc2nc3ccccc3[nH]2)c(O)c2ccccc21	-8	-144	-36	-1	1	1	-9	3	-2
COC(=O)C1=C(c2ccc(F)cc2OCc2ccccc2)C[C@@H]2CC[C@H]1N2C(=O)NCc1ccc(C(F)(F)F)cc1	0	7	2	2	-1	25	19	-6	3
CCCCCCCSc1cc(OC)c(CCN(C)C)cc1OC	-6	-13	18	1	-10	10	56*	-3	-5
C[C@]12CCC3C(CC[C@H]4C[C@@H](O)CC[C@]34C)C1C[C@@H](N)[C@@H]2O (stereo partly drawn)	-11	9	-10	3	-11	44	4	2	-4
C[C@]12CCC(=O)C=C1CC[C@@H]1[C@@H]2CC[C@]2(C)C(=O)CC[C@@H]12	-12	6	6	0	3	38	-8	0	-9
CCC1([N+](=O)[O-])COP(=O)(NCc2cccnc2)OC1 (stereo not drawn)	x	15	5	0	x	x	x	x	-3
CN(c1ccccc1)P(=O)(N1CC1)N1CC1	x	18	-5	1	x	x	x	x	-3
O=[N+]([O-])c1ccc(N2CCCNCC2)c2ncccc12	14	33	23	-3	12	10	45*	31	13
CC(C)CCn1c(=O)c(C(=O)NCc2ccc3c(c2)OCO3)c(O)c2ccccc21	-8	-6	-7	1	0	16	9	3	-4
CCOCCCNC(=O)CN1C2CCC1CC(O)(c1ccc(OC)cc1)C2 (stereo not drawn)	9	8	28	1	2	18	-15	8	-13
Nc1c(C(=O)NCc2ccco2)c2nc3ccccc3nc2n1CCN1CCOCC1	8	-311	14	-33	3	-6	44*	20	11
CCN(C(=O)COC(=O)c1cn(C)c2ccccc12)c1ccc(F)cc1	1	7	14	1	1	2	10	-1	-6
CCOP(=O)(/C=C(\Cl)c1ccccc1)C(O)c1ccc(F)cc1 (stereo not drawn)	1	12	-9	1	3	0	-1	6	-3
COC(=O)[C@@]1(Cc2ccc(F)cc2)[C@H]2c3cc(C(=O)N(C)C)[nH]c3C[C@H]2CN1C(=O)c1ccccc1	-8	12	-5	2	-5	18	1	-7	-3
CCN(CC)C(=O)c1ccc2c(c1)C1C(Cl)C(Sc3ccccc3[N+](=O)[O-])CC1C(C(=O)O)N2 (stereo not drawn)	12	44*	35	-7	14	13	25	6	12
CCCCN1C(=O)/C(=C\c2ccco2)C(=O)N(CCc2ccccc2)C1=O	-6	-2	2	-46	-2	-7	18	4	4
OC(c1ccc(F)cc1)(c1ccc(F)cc1)[C@@H]1CCCN1	-7	26	-14	0	3	0	6	8	-7
COc1ccc(N2C(=O)NC(=O)/C(=C/c3ccc4c(c3)Cc3ccccc3-4)C2=O)cc1	1	x	x	x	-4	23	-9	2	x
Cn1c(O)c(C(=O)c2ccccc2Cl)c(=O)n(C)c1=O	2	3	-10	1	6	4	-1	3	-4
CC[C@]12CC[C@H](O)CC1=CCC1C2CC[C@]2(C)C(=O)CCC12 (stereo partly drawn)	-2	25	-15	4	-24	67*	1	-9	7
NC(=S)c1cn(C2OC(CO)C(O)C2O)c2ncnc(N)c12 (stereo not drawn)	x	18	16	1	x	x	x	x	-3

Gathered by group, the entries above containing a furan ring, fused or not
SMILES	SENP6 inh	SENP8 block-1	PfG6PD inh	SENP1 FRET inh	SENP8 block-2	NALP3 yeast inh	Apaf-1 inh	SENP7 block	HKDC1 inhibitor
Nc1c(C(=O)NCc2ccco2)c2nc3ccccc3nc2n1CCN1CCOCC1	8	-311	14	-33	3	-6	44*	20	11
CCCCN1C(=O)/C(=C\c2ccco2)C(=O)N(CCc2ccccc2)C1=O	-6	-2	2	-46	-2	-7	18	4	4

Shown with two lines to a compound: five of the compounds above.
Order of values: SENP6 inh | SENP8 block-1 | PfG6PD inh | SENP1 FRET inh | SENP8 block-2 | NALP3 yeast inh | Apaf-1 inh | SENP7 block | HKDC1 inhibitor
> C[C@]12CCC(=O)C=C1CC[C@@H]1[C@@H]2CC[C@]2(C)C(=O)CC[C@@H]12
    -12 | 6 | 6 | 0 | 3 | 38 | -8 | 0 | -9
> CCC1([N+](=O)[O-])COP(=O)(NCc2cccnc2)OC1 (stereo not drawn)
    x | 15 | 5 | 0 | x | x | x | x | -3
> CN(c1ccccc1)P(=O)(N1CC1)N1CC1
    x | 18 | -5 | 1 | x | x | x | x | -3
> O=[N+]([O-])c1ccc(N2CCCNCC2)c2ncccc12
    14 | 33 | 23 | -3 | 12 | 10 | 45* | 31 | 13
> CC(C)CCn1c(=O)c(C(=O)NCc2ccc3c(c2)OCO3)c(O)c2ccccc21
    -8 | -6 | -7 | 1 | 0 | 16 | 9 | 3 | -4

Further records:
SMILES	SENP6 inh	SENP8 block-1	PfG6PD inh	SENP1 FRET inh	SENP8 block-2	NALP3 yeast inh	Apaf-1 inh	SENP7 block	HKDC1 inhibitor
COc1ccc(CN2CCN(C(=O)COc3ccc4ccccc4c3)CC2)c(OC)c1	-10	5	10	2	-10	25	6	-14	3
O=c1[nH]c2ccccc2n1CCCN1CCC(n2c(=O)[nH]c3cc(Cl)ccc32)CC1	7	14	0	0	2	19	-41	1	1
COc1cc(C(C)=O)ccc1OC(=O)N(C)c1ccccc1	3	11	-3	2	-7	6	4	-12	-3
CC1(C)C(C(=O)NCc2ccco2)C1(C)C	-13	16	-29	-1	5	14	-1	3	-2
O=C(/C=C/c1ccc2c(c1)OCO2)c1c(O)n(CCc2ccccc2)c(=O)[nH]c1=O	-23	-11	-1	-13	-10	-7	7	4	0
O=C1NC(=S)NC(=O)C1C/C=C/c1ccccc1	12	8	-2	-11	8	-3	-2	0	-6
O=C1CCCN1CC#CCN1CCCC1	-10	2	-1	0	12	9	-10	-5	0
CCOC(=O)c1cc(C)n(CCc2cnc[nH]2)c1C	-20	11	-7	1	0	6	1	-6	-15
CCCCC(=O)N/N=C/c1c(O)n(CCc2ccccc2)c(=O)[nH]c1=O	-17	1	-19	-2	-12	10	-7	11	-11
Cc1c(OC(=O)N(C)C)ccc2c1O/C(=C\c1ccco1)C2=O	-14	-166	13	-111	-15	-5	14	-9	3
CCCCn1c(O)c(/C=C2/C=CC=N2)c(=O)[nH]c1=O	-22	29	2	-13	4	11	2	6	-2
COc1cc2c3c(c1OC)Oc1ccc(cc1)C[C@H]1c4c(cc(OC)c(OC)c4Oc4ccc(cc4)C[C@@H]3N(C)CC2)CCN1C	0	11	32	3	-12	-3	45*	-4	0
CN1[C@H]2CC[C@@H]1C(C(=O)N1CCOCC1)=C(O)C2	-26	22	0	0	-4	15	7	-6	5
CC(=NCCCO)c1c(O)n(Cc2ccccc2)c(=O)[nH]c1=O	-1	5	-2	-1	2	10	-4	5	-7
COC[C@H]1OC(=O)c2coc3c2[C@@]1(C)C1=C(C3=O)[C@@H]2CCC(=O)[C@@]2(C)C[C@H]1OC(C)=O	x	36	-1	25	x	x	x	x	6
O=C(CN1CCCCC1)c1cccc(Br)c1	-3	18	-2	1	1	-1	-6	14	-17
O=C(Nc1ccncc1)c1cccn(Cc2ccccc2)c1=O	2	-158	-1	2	7	19	-7	2	-9
CN(C)c1ccc(C=C2C(=O)NC(=O)NC2=O)cc1[N+](=O)[O-]	-10	16	19	2	-3	-18	-2	-8	-6
O=C(Nc1ccccc1)N1CC2CC(C1)c1cccc(=O)n1C2 (stereo not drawn)	-12	-1	-5	2	-3	18	-6	-2	-1
N#CCCn1cc(C(=O)Nc2ccc(F)cc2)c(-c2ccc([N+](=O)[O-])cc2)n1	-27	16	-5	0	-21	3	4	-5	6
CC(=O)OC1(c2ccccc2)CCN(C2CCCCC2)CC1C (stereo not drawn)	-12	0	-2	-6	3	16	4	-4	-6
C#CCOCOCC#CCN(CC)CC	1	17	-7	2	-7	23	-2	-1	1
NC(C(=O)O)c1cc(=O)[nH]o1 (stereo not drawn)	2	-3	-21	0	-1	11	-3	5	-4
C(#CCN1CCOCC1)COCC#Cc1ccccc1	6	9	-13	1	0	-10	8	-1	-6
CCN(CC)P(=O)(/C=C(\Cl)c1ccccc1)/C=C(\Cl)c1ccccc1	1	14	-17	0	-5	12	19	6	-5

New compounds follow
SMILES	SENP6 inh	SENP8 block-1	PfG6PD inh	SENP1 FRET inh	SENP8 block-2	NALP3 yeast inh	Apaf-1 inh	SENP7 block	HKDC1 inhibitor
O=C(C(=O)N1CCOCC1)c1cn(Cc2c(F)cccc2Cl)c2ccccc12	-1	22	1	0	3	19	-18	4	-1
c1cncc(CNC2=NCCC2)c1	-4	-1	-8	-1	6	5	1	5	-9
CCOP(=O)(Cc1ccccc1)OCC	1	14	4	0	-5	13	2	-1	-9
C[C@H]1CCC[C@@H](O)CCC/C=C/c2cc(O)cc(O)c2C(=O)O1	-35	-11	4	1	-3	-8	6	2	13
CC1(C)C(=O)CCC2C1=CCC1C2CCC2(C)C(O)CCC12 (stereo not drawn)	x	3	1	2	x	x	x	x	-5
Cc1ccc(NC2=NCCCS2)cc1Cl	6	4	0	3	-6	18	0	8	-4
